STK33 inh – blocks human STK33 kinase activity. Q9BYT3. purified STK33, MBP phosphorylation, ADP-Glo luminescence. inhibition, % at 10 µM. actives 0.073% (n = 320,000). AID 2661;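 active = inhibition at or above 25%, using the most active replicate where run in duplicate; inactive = inhibition below 25%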
Target sequence (Q9BYT3 whole entry, looked up): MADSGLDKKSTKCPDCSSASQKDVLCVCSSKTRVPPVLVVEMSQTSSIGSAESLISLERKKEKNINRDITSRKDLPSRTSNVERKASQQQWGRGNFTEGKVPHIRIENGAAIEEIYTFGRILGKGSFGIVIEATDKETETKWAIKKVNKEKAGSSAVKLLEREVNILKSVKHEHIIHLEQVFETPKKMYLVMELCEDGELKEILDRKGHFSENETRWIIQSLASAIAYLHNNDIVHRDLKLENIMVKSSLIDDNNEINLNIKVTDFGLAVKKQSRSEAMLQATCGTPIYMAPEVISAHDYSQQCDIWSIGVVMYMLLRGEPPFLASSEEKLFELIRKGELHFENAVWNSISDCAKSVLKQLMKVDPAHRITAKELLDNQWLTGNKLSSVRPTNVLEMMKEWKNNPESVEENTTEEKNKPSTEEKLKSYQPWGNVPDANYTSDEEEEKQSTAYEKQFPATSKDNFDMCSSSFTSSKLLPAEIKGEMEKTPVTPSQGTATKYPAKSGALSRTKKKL
OX1R antag-1 – blocks the human orexin 1 receptor. OX1R-expressing cells, FRET antagonist read-out. inhibition, % at 6.6 µM. AID 485270. actives 1.8% (n = 330,000). O43613; in the data active = inhibition mostly above about 38%, no sharp cut-off; inactive = mostly below about 40%;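 also: 0% = agonist challenge alone and 100% = reference antagonist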
Target sequence (O43613 whole entry, looked up): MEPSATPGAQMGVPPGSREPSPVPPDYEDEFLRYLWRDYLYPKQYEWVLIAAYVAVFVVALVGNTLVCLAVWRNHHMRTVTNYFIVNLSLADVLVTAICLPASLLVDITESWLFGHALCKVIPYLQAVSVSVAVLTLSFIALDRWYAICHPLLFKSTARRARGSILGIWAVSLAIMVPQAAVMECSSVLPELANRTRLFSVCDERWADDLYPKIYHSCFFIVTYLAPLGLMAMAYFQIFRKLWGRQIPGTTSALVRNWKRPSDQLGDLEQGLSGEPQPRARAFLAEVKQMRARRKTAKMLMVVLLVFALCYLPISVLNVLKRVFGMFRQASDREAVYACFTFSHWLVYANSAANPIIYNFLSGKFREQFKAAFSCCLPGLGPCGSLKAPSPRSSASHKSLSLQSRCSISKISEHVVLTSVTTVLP
OX1R antag-2 – blocks the human orexin 1 receptor. CHO/OX1R cells, Fluo-8 calcium fluorescence, orexin A. inhibition, % at 5 µM. actives 0.43% (n = 330,000). AID 434989;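 active = inhibition above its plate's threshold, mean inhibition of all tested compounds on the plate plus 3 SD, cut at about 37% in these data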;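 also: 0% = orexin A challenge wells and 100% = SB-334867-A antagonist wells; not every result past the cut was called active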
* hit, by the source's call; x = no result given.

Below each SMILES – STK33 inh	OX1R antag-1	OX1R antag-2
O=C(NCCc1ccc(Cl)cc1)C1CCC(=O)N1C1CCCC1 (stereo not given)
  -1.5	9	-19
Cc1cc(NC(=O)c2cccs2)ccc1NC(=O)Cc1ccccc1
  -0.3	10	-2
CCCSc1ccc([C@H]2N[C@@](C)(C(=O)OC)[C@H]3C(=O)N(CC)C(=O)[C@@H]23)cc1
  -0.9	11	-20
Cc1ccnc(NS(=O)(=O)c2ccc(CC(C)C)cc2)c1
  0.1	16	2
CC(C)n1c(C(F)(F)F)nc2cc(C(=O)N3CCCCC3)ccc21
  -0.6	9	-5
Cn1c(=O)oc2cc(S(=O)(=O)N3CCN(c4ccccc4F)CC3)ccc21
  2.6	10	5
CCCOc1cccc(C(=O)NCCNC(=O)c2ccccn2)c1
  0.0	7	-31
CCC1CCCCN1C(=O)c1ccccc1OC1CCN(S(C)(=O)=O)CC1 (stereo not given)
  -0.9	6	-28
COc1cccc(C2=CC(=O)CC(C)(C)C2)c1OC
  -0.8	1	-37
Cc1cc(C)c(C)c(S(=O)(=O)ON2C(=O)c3ccccc3C2=O)c1C
  -1.6	20	-6
O=C(O)/C(=C\c1ccco1)NC(=O)c1ccccc1
  -0.1	18	-7
Fc1ccccc1-c1n[nH]c(=S)n1Cc1ccccc1
  -1.0	16	-14
O=C1OCCN1C(=O)[C@H]1[C@H](c2ccc(F)cc2)C(c2ccccc2)=NN1c1ccccc1
  x	9	-5
CSc1ncccc1C(=O)NCc1nnc2ccccn12
  -0.6	6	-7
O=C(CN(Cc1ccco1)C(=O)c1cccc(Cl)c1)Nc1c(Cl)cc(Cl)cc1Cl
  0.6	5	-27
Cc1cc(SCc2ccccc2C)nc(=O)[nH]1
  0.7	22	-18
CCOCCCN(C(=O)c1snc(C(N)=O)c1N)C(C(=O)NCCC(C)C)c1ccc(Cl)cc1 (stereo not given)
  x	13	-38
COc1ccc(N(CC(=O)Nc2cc(OC)cc(OC)c2)S(=O)(=O)c2c(C)n[nH]c2C)cc1
  -0.1	11	-14
O=C(CNC(=O)N1CC(=O)Nc2ccccc21)Nc1ccc(F)c(Cl)c1
  1.6	20	-10
O=C(NC1CC1)C1CCCN(C(=O)Nc2ccc(F)cc2)C1 (stereo not given)
  0.0	13	-10
CC(/C=C1\SC(=S)N(CCCC(=O)Nc2ccc(C(=O)O)c(O)c2)C1=O)=C\c1ccccc1
  -3.2	17	-4
Cc1cc(NC(=O)CCCC(=O)N(c2ccccc2)C(C(=O)NC2CCCCC2)c2cccs2)no1 (stereo not given)
  1.2	17	-41
Cc1cc(=O)oc(C)c1C(=O)NCc1cccnc1
  -2.1	17	-4
O=C(Cn1cc(C(=O)C2CC2)c2ccccc21)Nc1ccccc1Cl
  -0.9	15	-2
O=C1CS/C(=C\[N+](=O)[O-])N1c1ccc(OC(F)(F)F)cc1
  -0.9	11	-22
O=C(c1ccc([N+](=O)[O-])o1)N1CCc2ccccc21
  -0.4	42*	-16
Cc1ccc(CNC(=O)C2(S(=O)(=O)c3ccc(C)cc3)CC2)cc1
  0.2	18	-27
Cc1ccc(C)n1-c1nc(=S)[nH][nH]1
  -0.3	7	2
COc1ccc(N2CCN(C(=O)CNC(=O)c3ccccc3Cl)CC2)cc1
  2.7	13	-8
COc1cc(NC(=O)NCCN2CCN(c3ccccc3)CC2)cc(OC)c1OC
  0.2	-1	-21

Structures above printed as active in OX1R antag-1:
Below each SMILES – STK33 inh	OX1R antag-1	OX1R antag-2
O=C(c1ccc([N+](=O)[O-])o1)N1CCc2ccccc21
  -0.4	42*	-16

Entries shown so far that contain a thiophene ring, fused or not (2):
Below each SMILES – STK33 inh	OX1R antag-1	OX1R antag-2
Cc1cc(NC(=O)c2cccs2)ccc1NC(=O)Cc1ccccc1
  -0.3	10	-2
Cc1cc(NC(=O)CCCC(=O)N(c2ccccc2)C(C(=O)NC2CCCCC2)c2cccs2)no1 (stereo not given)
  1.2	17	-41

Further compounds.
Below each SMILES – STK33 inh	OX1R antag-1	OX1R antag-2
O=C(c1sc2cccc(F)c2c1Cl)N1CCN(c2ncccn2)CC1
  -0.9	12	-13
COC(=O)Cn1cnc(C(=O)Nc2ccc(C)c(C)c2)n1
  x	0	-8
O=Cc1cc(N=Nc2cccc(C(=O)O)c2)ccc1O
  3.8	27	3
CC(N=Cc1c(O)c2ccccc2oc1=O)C(=O)O (stereo not given)
  0.3	60	-7
Nn1c(SCC(=O)Nc2ccc(OC(F)F)cc2)nnc(Cc2ccccc2)c1=O
  1.6	18	-26
O=C(OC1CCOC1=O)c1cccc(S(=O)(=O)Nc2ccc(F)cc2)c1 (stereo not given)
  1.4	15	-5
COc1ccc(NC(=O)c2ccc(NCC3CCCO3)c([N+](=O)[O-])c2)cc1 (stereo not given)
  -2.6	77*	5
O=C(Cc1cn2ccsc2n1)Nc1ccccc1Oc1ccccc1
  0.3	25	-27
CC(C)(C)NC(=O)c1ccc(COc2ccccc2Br)o1
  -1.2	33	8
O=S(=O)(c1cccc2nsnc12)N1CCN(c2ncccn2)CC1
  0.0	84*	-16
Oc1ccccc1CNc1ccc(Br)cn1
  1.2	30	12
CSc1ccc(-c2nc(O)c3cnccn23)cc1
  1.3	36	-9
CCCCNc1c(-c2ccc(SC3CCCCC3)cc2)nc2ccccn12
  0.4	31	41
COC(=O)c1ccc(COC(=O)CNC(=O)CNC(=O)c2ccc(C)cc2)cc1
  -0.6	6	-7
O=C(CNC(=O)COc1ccccc1)NCc1cccnc1
  -0.7	22	-13

Part of the list above, with each value named:
> O=C(Cn1cc(C(=O)C2CC2)c2ccccc21)Nc1ccccc1Cl
  STK33 inh: -0.9
  OX1R antag-1: 15
  OX1R antag-2: -2

> O=C1CS/C(=C\[N+](=O)[O-])N1c1ccc(OC(F)(F)F)cc1
  STK33 inh: -0.9
  OX1R antag-1: 11
  OX1R antag-2: -22

> O=C(c1ccc([N+](=O)[O-])o1)N1CCc2ccccc21
  STK33 inh: -0.4
  OX1R antag-1: 42*
  OX1R antag-2: -16

> Cc1ccc(CNC(=O)C2(S(=O)(=O)c3ccc(C)cc3)CC2)cc1
  STK33 inh: 0.2
  OX1R antag-1: 18
  OX1R antag-2: -27

Following part.
Below each SMILES – STK33 inh	OX1R antag-1	OX1R antag-2
O=C1NCC(c2ccccc2)C1C(=O)N/N=C\c1ccc(-c2cccc(Cl)c2Cl)o1 (stereo not given)
  -0.3	101*	87*
CCCNc1nc(N2CCCC2)nc(N2CCCC2)n1
  -0.3	12	-15
CC(C)Cc1cc(C(=O)Nc2cc(C(F)(F)F)ccc2Cl)no1
  -0.6	7	-9
O=C(Cn1nc(-c2ccccc2)c2ccccc2c1=O)NCCN1CCOCC1
  -0.2	16	-31
COc1ccccc1CNC(=O)COC(=O)Cc1c[nH]c2ccccc12
  -0.5	3	5
COC(=O)C(C)Sc1snnc1-c1ccccc1 (stereo not given)
  2.4	5	-16
Cn1cnc2cc(NC(=O)c3ccc(Cl)cc3)ccc21
  0.4	4	-9
CCOCCCNC(=O)/C(C#N)=C/c1ccc(C(=O)OC)cc1
  -0.7	17	-17
CCc1ccccc1NC(=O)C(CC)Sc1nc2cc3c(cc2c(=O)n1Cc1ccco1)OCO3 (stereo not given)
  -1.4	5	-14
CCn1c(SCC(=O)NCc2ccccc2)nnc1-c1ccccc1O
  -0.5	11	-11
CCN(CC)c1ccc(N=C2C(=O)Nc3ccccc32)cc1
  1.7	22	-20
CCN(CC)CCn1cnc2c1c(=O)n(CCOC(=O)c1cc(OC)c(OC)c(OC)c1)c(=O)n2C
  -0.8	16	-18
CCCCCCC1CCC(c2nc(-c3ccncc3)no2)CC1 (stereo not given)
  -4.3	9	-2
O=C(CCNC(=O)Cn1ccc2ccccc2c1=O)NCCN1CCN(c2cccc(Cl)c2)CC1
  -0.9	15	-30
Cc1ccc(NC(=O)COC(=O)c2ccc3c(c2)OCO3)c(C)c1
  -1.6	9	-12

(list continues)
| mol | STK33 inh | OX1R antag-1 | OX1R antag-2 |
| --- | --- | --- | --- |
| CCOc1cc2c(C#N)c(N3CCCCC3)nc(N)c2c(N)n1 | -1.5 | -1 | -2 |
| Cc1cc(C)nc(N2CCC(C(=O)NNC(=O)c3ccccc3)CC2)n1 | -0.1 | 6 | -12 |
| CCOC(=O)C1CCN(C(=O)CCNC(=O)c2ccccc2OC)CC1 | 0.2 | 1 | -14 |
| C=CCOc1ccc(C2=NO[C@@H]3[C@@H]4C[C@@H]([C@H]5C(=O)N(C)C(=O)[C@@H]45)[C@H]23)cc1 | -0.1 | 8 | -32 |
| CCN(CC(=O)NCc1ccc(F)cc1)C(=O)COc1ccc(C)c(C)c1 | -1.5 | 4 | -29 |
| COc1ccc(OC)c(CN2CCN(C(=O)CNC(=O)c3ccccc3F)CC2)c1 | 0.4 | 15 | -108 |
| Cc1cnc(CN2CCc3c([nH]c4ccccc34)C2C2CCCCC2)[nH]1 (stereo not given) | 0.5 | 26 | 16 |
| COc1ccc(Oc2cc(C)c3ccccc3n2)cc1 | -0.5 | 22 | -17 |
| COc1ccccc1N(C)S(=O)(=O)c1ccc(C(=O)OCC(=O)c2c[nH]c3ccccc23)cc1 | -0.8 | 24 | 5 |
| O=C1c2ccccc2C(=O)N1CCCc1nc2ccccc2c(=O)n1Cc1ccco1 | -0.7 | 20 | -14 |

Fetched by compound from the entries so far, 5 records:
| mol | STK33 inh | OX1R antag-1 | OX1R antag-2 |
| --- | --- | --- | --- |
| O=C1OCCN1C(=O)[C@H]1[C@H](c2ccc(F)cc2)C(c2ccccc2)=NN1c1ccccc1 | x | 9 | -5 |
| COc1ccccc1CNC(=O)COC(=O)Cc1c[nH]c2ccccc12 | -0.5 | 3 | 5 |
| O=C(Cn1nc(-c2ccccc2)c2ccccc2c1=O)NCCN1CCOCC1 | -0.2 | 16 | -31 |
| COc1cc(NC(=O)NCCN2CCN(c3ccccc3)CC2)cc(OC)c1OC | 0.2 | -1 | -21 |
| CCN(CC)CCn1cnc2c1c(=O)n(CCOC(=O)c1cc(OC)c(OC)c(OC)c1)c(=O)n2C | -0.8 | 16 | -18 |

Following part
| mol | STK33 inh | OX1R antag-1 | OX1R antag-2 |
| --- | --- | --- | --- |
| COc1ccc(C2c3[nH]c4ccccc4c3CCN2C(=O)c2cc3ncccn3n2)c(F)c1 (stereo not given) | 0.7 | 10 | 4 |
| CCOP(=O)(OCC)C(Nc1cc(Cl)cc(Cl)c1)c1cccc(O)c1 (stereo not given) | -0.4 | 15 | -25 |
| CC(=O)c1cccc(N=Cc2c(O)ccc3ccccc23)c1 | -0.8 | 3 | -1 |
| CCCCOC(=O)c1ccc(-c2ccc(/C=N/NC(=S)NCC)o2)cc1 | -0.3 | 14 | -24 |
| C[C@@]12CCC3[C@@](CCC4[C@@]3(C)CCC[C@@]4(C)C(=O)NC3CCCCC3)(CC1=O)C2 (stereo not given in full) | -3.4 | 6 | -17 |
| CCC(=O)NNc1nc2c(C)c(C)ccc2s1 | -1.6 | 4 | -14 |
| CCc1ccc(NS(=O)(=O)c2c(C)nc3sc(CC)nn3c2=O)cc1 | 0.8 | 10 | -20 |
| CC1=CC(=Nc2c(C)n(C)n(-c3ccccc3)c2=O)C=CC1=O | 1.3 | 10 | -21 |
| CC1(C)NC(=O)N(CC(=O)OCC(=O)Nc2cc(S(=O)(=O)N3CCCCCC3)ccc2Cl)C1=O | -0.9 | -2 | -6 |
| O=C(NCCCn1ccnc1)C1CC(c2ccccc2Cl)=NO1 (stereo not given) | -1.7 | 11 | -18 |
| COc1ccc(C(=O)NNC(=O)COc2ccc(Cl)cc2)c(OC)c1 | -1.6 | 17 | -7 |
| CCC(C)C(NC(=O)c1ccccc1NC(=O)c1ccc(C)cc1)C(=O)O (stereo not given) | -1.6 | 14 | -14 |
| O=C(Cn1ncn2c(cc3ccccc32)c1=O)NCCc1cccs1 | -0.3 | 4 | 4 |
| CCC(C)(C)n1nnnc1C(C(C)C)N1CCC(C(N)=O)CC1 (stereo not given) | -1.6 | 11 | -3 |
| COc1cc(C(F)(F)F)c(C(=O)NCc2cccc(Cl)c2)cn1 | -1.1 | 2 | -24 |
| O=c1c(Cc2ccccc2)c(O)nc2n1CCS2 | 1.4 | 1 | -16 |
| COc1ccc(-c2nc(N)n(C(=O)c3ccccc3Cl)n2)cc1 | -2.6 | 15 | -11 |
| CCOc1ccc(NC(=O)c2ccccc2NC(=O)c2cccnc2)cc1 | -1.2 | 4 | -15 |
